Screening data (PubChem BioAssay)
CIT2-GFP yeast = alters CIT2-GFP fluorescence in TOR pathway yeast screen. GFP response vs DMSO, % at 10 µM. S. cerevisiae CIT2-GFP strain, flow cytometry, 3 h; 100 means same as DMSO wells. 320,000 tested, 0.065% active;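 active = GFP response relative to DMSO above a set limit, near the screen mean plus 3 SD, cut at about 150% in these data; inconclusive = Fewer than 70 cells measured for a yeast strain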;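 note: ratio of well median GFP fluorescence to mean of DMSO wells on the plate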
proCasp3 act = activators of human procaspase-3. recombinant procaspase-3 D3A, Ac-DEVD-pNA absorbance 405 nm. activation, % at 8.5 µM. 330,000 tested, 0.11% active. AID 463141;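 active = activation above the mean of all tested compounds plus 3 SD, cut at about 21% in these data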;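 note: 0% = DMSO alone and 100% = DMSO wells spiked with extra 5 µM PC-3 D3A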
Target sequence (P42574 whole entry D9A/D28A/D175A): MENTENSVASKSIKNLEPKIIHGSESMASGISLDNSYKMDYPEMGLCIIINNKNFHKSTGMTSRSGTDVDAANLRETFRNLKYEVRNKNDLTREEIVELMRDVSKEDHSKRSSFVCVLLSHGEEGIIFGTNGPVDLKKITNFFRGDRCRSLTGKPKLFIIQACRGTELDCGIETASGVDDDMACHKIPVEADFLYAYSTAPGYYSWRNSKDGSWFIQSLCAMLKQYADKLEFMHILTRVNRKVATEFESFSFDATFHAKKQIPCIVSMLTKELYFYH
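Assay system: Autoprocessing-dead procaspase-3 D3A mutant enzyme; also added: Ac-DEVD-pNA; doses: one concentration, 8.5 µM nominal, 0.8% DMSO; times: 1 h compound preincubation, 2 h substrate hydrolysis at 25 °C; technique: 405 nm absorbance of p-nitroaniline, reads at 0 and 120 min; measure: % activation between DMSO and enzyme-spiked controls; repeats: single replicate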
LAP4-GFP MLPCN = alters LAP4-GFP fluorescence in TOR pathway yeast screen | GFP response vs DMSO, % at 10 µM | S. cerevisiae LAP4-GFP multiplex, flow cytometry GFP, 3 h; median GFP as percent of DMSO wells | 320,000 tested, 0.34% active | AID 2023;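 active = GFP response vs DMSO above a set limit, about the screen mean plus 3 SD, cut at about 150% in these data; inconclusive = under 70 cell events counted for the yeast strain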
AHR activator = human AHR activation; AHR-responsive luciferase reporter cells, luminescence; activation, % at 5 µM; 320,000 tested, 2.5% active; AID 2796; P35869; in the data active = activation above about 47%;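 note: 0% = vehicle wells and 100% = reference agonist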
Target sequence (P35869 whole entry, looked up): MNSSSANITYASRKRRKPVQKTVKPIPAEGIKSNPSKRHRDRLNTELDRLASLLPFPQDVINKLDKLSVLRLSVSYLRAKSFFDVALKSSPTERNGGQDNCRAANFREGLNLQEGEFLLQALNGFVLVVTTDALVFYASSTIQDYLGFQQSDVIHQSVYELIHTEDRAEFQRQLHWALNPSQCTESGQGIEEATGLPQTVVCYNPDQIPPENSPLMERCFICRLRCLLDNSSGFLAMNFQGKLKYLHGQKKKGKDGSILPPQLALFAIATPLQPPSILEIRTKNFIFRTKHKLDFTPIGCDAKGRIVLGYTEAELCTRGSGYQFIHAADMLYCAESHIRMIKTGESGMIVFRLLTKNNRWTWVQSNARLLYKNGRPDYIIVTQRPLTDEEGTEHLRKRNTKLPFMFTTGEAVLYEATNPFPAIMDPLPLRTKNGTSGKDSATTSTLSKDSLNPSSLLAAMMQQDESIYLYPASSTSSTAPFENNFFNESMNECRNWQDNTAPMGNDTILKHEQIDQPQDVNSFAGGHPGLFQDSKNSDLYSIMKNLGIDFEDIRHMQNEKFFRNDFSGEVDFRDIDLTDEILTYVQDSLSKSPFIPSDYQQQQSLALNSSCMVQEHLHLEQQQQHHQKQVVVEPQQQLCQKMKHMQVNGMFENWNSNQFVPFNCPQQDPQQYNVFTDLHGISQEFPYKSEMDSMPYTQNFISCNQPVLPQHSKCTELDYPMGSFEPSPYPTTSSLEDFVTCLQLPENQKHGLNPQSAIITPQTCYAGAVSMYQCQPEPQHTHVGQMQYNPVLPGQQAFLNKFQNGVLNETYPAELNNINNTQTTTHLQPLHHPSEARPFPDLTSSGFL
procasp7 counter = counter-screen for procaspase-3 activators: activators of human procaspase-7; AID 463210; activation, % at 8.5 µM; P55210; recombinant procaspase-7, Ac-DEVD-pNA absorbance 405 nm; D23A/D198A/D206A triple mutant, cannot self-cleave; scale: DMSO 0, 5 µM enzyme 100; 330,000 tested, 0.093% active;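 active = percent activation above the screen-wide mean plus 3 SD, cut at about 25% in these data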
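Detection: p-Nitroaniline absorbance at 405 nm, read at 0 and 120 min; system: Uncleavable procaspase-7 mutant enzyme; evaluation: % activation from two-timepoint absorbance difference, scaled to controls; times: 1 h enzyme–compound preincubation and 2 h substrate reaction, both 25 °C; buffer or medium: Zinc-free HEPES pH 7.4 with 300 mM NaCl, 0.01% Triton X-100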
RPL19A TOR yeast = modulators of TOR pathway RPL19A-GFP in S. cerevisiae | S. cerevisiae RPL19A-GFP strain, flow cytometry, 3 h; hits give low values | percent response vs DMSO, % at 10 µM | 330,000 tested, 0.3% active;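 active = percent response vs DMSO below 50%; inconclusive = fewer than 70 events counted for the yeast strain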;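 note: median channel GFP fluorescence of the barcoded RPL19A-GFP strain; ratio of sample median GFP to plate DMSO average so 100% = DMSO; lower means less RPL19A-GFP as with rapamycin TOR inhibition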
MEP2-GFP yeast = modulators of TOR pathway MEP2-GFP in S. cerevisiae | AID 2016 | GFP response vs DMSO, % at 10 µM | 330,000 tested, 0.51% active | S. cerevisiae MEP2-GFP strain, flow cytometry GFP, 3 h; 100% = DMSO control level;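 active = GFP response versus DMSO above a set limit, roughly screen mean plus 3 SD, cut at about 180% in these data; inconclusive = fewer than 70 cells counted for a yeast strain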;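 note: median GFP fluorescence of the barcode-gated MEP2-GFP cells per well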
AGP1-GFP MLPCN = alters AGP1-GFP fluorescence in TOR pathway yeast screen; S. cerevisiae AGP1-GFP multiplex flow cytometry, 3 h; GFP as percent of DMSO wells; GFP response vs DMSO, % at 10 µM; 320,000 tested, 0.02% active; AID 2066;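 active = GFP response relative to DMSO above a set limit, near screen average plus 3 SD, cut at about 150% in these data; inconclusive = fewer than 70 cells counted for the yeast strain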;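 note: median GFP channel fluorescence of the gated AGP1 strain per well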
Active calls of the source: *; ? = inconclusive; . = no result given; [ ] = dose if it differs, or a comment.

SMILES	CIT2-GFP yeast	proCasp3 act	LAP4-GFP MLPCN	AHR activator	procasp7 counter	RPL19A TOR yeast	MEP2-GFP yeast	AGP1-GFP MLPCN
CCCn1nnc(NC(=O)c2ccc(-c3cc(Cl)ccc3Cl)o2)n1	102	3	95	6	-2	100	100	97
S=C(NN=C1CCN(Cc2ccccc2)CC1)NC1CCCCC1	98	-2	107	2	-5	96	99	104
COc1ccccc1NC(=O)CCN1CCN(C)CC1	93	-7	90	1	-3	91	84	94
O=C1SC(SCc2ccccc2)=N/C1=C\c1ccco1	99	-7	92	2	-27	.	96	94
Cc1ccc(-c2n[nH]c3c2C(c2ccccc2)N(c2ccc(C(=O)O)cc2)C3=O)cc1 (configuration not stated)	96	0	105	-2	-8	98	108	105
COC(=O)c1c(NC(=O)CSc2n[nH]c(N)n2)sc(C)c1C	100	-11	100	1	-1	98	98	102
O=C(CSc1nnnn1-c1ccc(F)cc1)NCc1cccs1	103	0	94	0	-2	105	104	97
Cc1cnc(CN(C)Cc2nc(Cc3cccc(C(F)(F)F)c3)no2)[nH]1	108	8	95	2	3	101	94	106
CCC(=O)Nc1ccc(Cl)c(NC(=O)c2ccccc2OC)c1	108	2	96	51*	-10	110	107	104
COc1ccc(N2CCN(C(=O)CSc3nc4[nH]ncc4c(=O)n3-c3ccc(Br)cc3)CC2)cc1	85	-3	92	-1	5	88	82	88
COc1ccccc1NC(=O)N(c1c(N)n(Cc2ccccc2)c(=O)[nH]c1=O)C1CCCC1	89	2	93	1	-2	95	93	93
Cc1cc(C(=O)C(=O)O)c(C)n1-c1ccc(Cl)c(Cl)c1	94	10	91	2	5	86	87	82
Nn1c(SCc2ccccc2)nc2c(cnn2-c2ccccc2)c1=O	101	4	116	31	-10	105	107	101
CSCC[C@H](NC(=O)COc1ccc(Cl)cc1)c1nc2ccccc2[nH]1	106	-6	94	12	0	108	107	105
COc1ccc(/C=N/NC(=O)c2nc(Cl)c(Cl)c(N)c2Cl)cc1COc1ccc(F)cc1F	97	-2	109	84*	2	104	103	105
Cc1ccc(C(=O)NCC(C)(C)O)cc1	109	-7	97	1	10	113	107	111
O=S(=O)(c1ccc(F)cc1)N1CCN(S(=O)(=O)c2ccc3c(c2)OCCO3)CC1	81	0	80	-2	5	101	94	78
COc1cc(NC(=O)CCc2ccccc2)c(C(=O)O)cc1OC	119	3	107	0	3	111	102	109
CCOC(=O)C1CCN(C(=O)c2oc3ccc(S(=O)(=O)N4CCCCCC4)cc3c2C)CC1	94	2	102	0	-1	97	100	99
S=C(NC1CCCCC1)N1CCN(c2ccccn2)CC1	108	9	91	-1	-1	106	108	102
Cc1cc2cc(CNC(=O)Nc3cccc(Cl)c3)ccc2n1C	89	-3	102	11	6	99	98	102
c1ccc(-n2nnnc2N2CCOCC2)cc1	112	5	102	1	6	100	103	103
O=C(CSc1nnnn1C1CCCCC1)NCc1cccc(C(=O)O)c1	100	0	111	0	9	105	113	103
COc1ccccc1-c1csc(-n2ncc(C#N)c2N)n1	81	4	99	-1	-1	99	104	88
CC1CCN(c2nnc(-c3cccs3)c3ccccc23)CC1	92	6	100	-3	5	107	98	94
COc1ccc(CC(=O)N2N=C(C)CC2(O)C(F)(F)F)cc1OC (configuration not stated)	116	5	113	6	2	131	114	115
O=C(CSc1nnc(-c2ccncc2)n1Cc1ccco1)N1c2ccccc2Sc2ccc(Cl)cc21	93	-5	90	2	12	96	107	100
Cc1ccc(S(=O)(=O)N2CCOCC2)cc1NC(=O)CNCc1cccnc1	106	-10	108	0	1	103	95	107
COc1cc(OC)cc(C(=O)N2CCN(C(=O)c3ccc(-c4ccccc4)cc3)CC2)c1	108	7	104	0	13	99	102	104
N#Cc1c(NCCCO)nc(-c2ccco2)c2c1CCCC2	?	-14	103[may fluoresce violet]	19	-14	93[may fluoresce violet]	243*[may fluoresce violet]	17[may fluoresce violet]
CC(C)Cc1nnc(NC(=O)CC(=O)Nc2ccccc2C(=O)O)s1	111	-7	111	2	-2	108	111	108
CCOC(=O)c1sc2nc(SC)nc(-c3ccccc3)c2c1N	?	-3	?	-15	2	?	?	?
CC(=O)N/C(=C\c1ccccc1)C(=O)OCC(=O)c1ccc(F)cc1	103	6	108	2	5	100	102	103
CCCSc1nc(SCC(=O)NCc2ccccc2)c2c3c(sc2n1)COC(C)(C)C3	95	-1	108	0	17	99	97	105
Cc1ccc(S(=O)(=O)NCCC(=O)OCC(=O)NC(=O)c2cccn2C)cc1	91	7	106	5	4	106	108	105
COc1ccccc1C(=O)Nc1ccc(OCc2nnc3c4ccccc4c(C)nn23)cc1	116	-6	102	-13	-18	105	105	109
CCOC(=O)/C=C1\NC(C)(C)Cc2cc(OC)c(O)cc21	94	8	87	1	10	95	100	99
CCN(CC)c1ccc(NC(=O)Nc2ccccc2C(F)(F)F)cc1	98	-2	93	1	-14	97	98	98
CSc1nc2ccccc2n1Cc1cccc([N+](=O)[O-])c1	102	1	93	2	-3	104	103	102
COCC1CCCN(C(=O)c2cc(COc3ccc4ncccc4c3)on2)C1 (configuration not stated)	95	-4	92	-18	7	103	92	92
COc1cc(OC)c(N(C)S(=O)(=O)c2cccc(C(=O)Nc3nc(C)cs3)c2)cc1Cl	104	4	109	11	-2	102	101	106
O=C(CCc1ccccc1)Nc1nc2nc(-c3ccccc3)cc(=O)n2[nH]1	89	6	100	-1	2	96	103	96
CN(c1ccc(C(=O)NCc2cccnc2)cc1)S(=O)(=O)c1ccc(Cl)cc1	100	-11	92	20	16	105	106	100
O=C(CCc1nc2ccccc2c(=O)[nH]1)OCC(=O)N1CCc2ccccc21	85	10	124	3	9	91	111	90
CC1(C)CC(NCc2ccncc2)CC(C)(C)N1	108	7	106	0	-2	98	98	100
CCN1CCCC1CN(Cc1cc2cc(OC)ccc2[nH]c1=O)C(=O)NCc1ccccc1 (configuration not stated)	94	4	88	1	3	87	88	90
CCOC(=O)c1c(C)[nH]c(C2=NNC(=Nc3ccc(OCC)cc3)SC2)c1C	82	-20	99	4	-9	94	90	92
C=CCn1c(C)cc(C(=O)Cn2c(C(C)O)nc3ccccc32)c1C (configuration not stated)	100	4	105	2	-7	103	107	107
CCS(=O)(=O)N1Cc2ccccc2CC1C(=O)N(C)CC(=O)Nc1cccc(F)c1 (configuration not stated)	102	-4	105	0	10	98	99	105
Cc1ccccc1-n1nc(C(=O)O)c(C)c(C#N)c1=O	95	0	88	-1	1	93	91	98

Shown as labelled records: entries from further up.
> CC1(C)CC(NCc2ccncc2)CC(C)(C)N1
  CIT2-GFP yeast: 108
  proCasp3 act: 7
  LAP4-GFP MLPCN: 106
  AHR activator: 0
  procasp7 counter: -2
  RPL19A TOR yeast: 98
  MEP2-GFP yeast: 98
  AGP1-GFP MLPCN: 100
> Cc1ccccc1-n1nc(C(=O)O)c(C)c(C#N)c1=O
  CIT2-GFP yeast: 95
  proCasp3 act: 0
  LAP4-GFP MLPCN: 88
  AHR activator: -1
  procasp7 counter: 1
  RPL19A TOR yeast: 93
  MEP2-GFP yeast: 91
  AGP1-GFP MLPCN: 98
> CCOC(=O)c1c(C)[nH]c(C2=NNC(=Nc3ccc(OCC)cc3)SC2)c1C
  CIT2-GFP yeast: 82
  proCasp3 act: -20
  LAP4-GFP MLPCN: 99
  AHR activator: 4
  procasp7 counter: -9
  RPL19A TOR yeast: 94
  MEP2-GFP yeast: 90
  AGP1-GFP MLPCN: 92

(more compounds)
SMILES	CIT2-GFP yeast	proCasp3 act	LAP4-GFP MLPCN	AHR activator	procasp7 counter	RPL19A TOR yeast	MEP2-GFP yeast	AGP1-GFP MLPCN
O=C(Nc1cnc2ccccc2c1)N1CCOCC1	97	5	94	7	-3	95	113	98
COc1ccc(Cl)cc1C(=O)NCCc1ccc(S(=O)(=O)NC(=O)NC2CCCCC2)cc1	86	0	92	-2	-6	99	99	91
Cc1ccc(S(=O)(=O)N(C)C)cc1NC(=O)c1cncc(Br)c1	104	4	98	3	-3	105	97	102
Cc1ccccc1N1C(=O)Cc2ccccc2C1=O	97	-7	92	-3	11	101	98	99
CCOc1cccc(C2/C(=C(/O)c3ccc4c(c3)CC(C)O4)C(=O)C(=O)N2CCN2CCOCC2)c1 (configuration not stated)	104	-12	96	1	-11	100	101	108
CN(C)C(=O)c1cc2cc([N+](=O)[O-])ccc2s1	88	-17	101	4	-2	93	100	95
CN(C(=O)c1ccc2c(=O)n3c(nc2c1)CCCCC3)c1ccccc1Cl	107	6	102	3	9	98	99	103
Cc1cc(C)cc(NC(=O)Nc2ccccc2N2CCCCC2)c1	116	-3	114	11	-10	102	98	125
Cc1cc(C)nc(SCC(=O)Nc2cc(C)on2)n1	95	9	101	-2	10	100	108	100
O=C1CC(/C=C/c2ccccc2)=Nc2ccccc2N1	78	2	103	2	10	90	97	88
Cc1sc2nc[nH]c(=O)c2c1-c1ccc(Cl)cc1	98	2	82	10	-2	101	103	90
Cc1c(NS(=O)(=O)c2cccc(C(=O)OCC(=O)N(C)C3CCCCC3)c2)c(=O)n(-c2ccccc2)n1C	101	3	97	1	6	99	99	102
COCCCn1c(-c2ccccc2Cl)n[nH]c1=S	98	2	102	1	-15	98	108	110
Nc1ncnc2c1ncn2[C@H]1CC[C@@H](CO)O1	95	2	98	-1	5	100	99	95
NC(=O)c1ncc(C(F)(F)F)cc1Oc1cccc(F)c1	98	7	96	2	1	103	101	106
C[C@@H](C(=O)Nc1ccc2c(c1)OCO2)n1c(=O)[nH]c2ccccc2c1=O	110	6	95	10	6	101	114	102
COC(=O)c1c(C(=O)OC)c(-c2ccc(C)cc2)n2c1CS(=O)C2 (configuration not stated)	95	10	87	-3	1	87	92	88
COc1ccc2[nH]c3c(C)c4ccncc4c(C)c3c2c1	94	-4	129	32	-3	93	128	101
CC(C)[C@H](NS(=O)(=O)c1ccccc1)C(=O)OCC(=O)NCc1ccc2c(c1)OCO2	101	7	103	2	4	101	101	105
CC(CC(=O)Nc1ccc(F)cc1F)S(=O)(=O)c1ccc2c(c1)NC(=O)CO2 (configuration not stated)	102	1	98	-2	-6	100	98	105
Cc1ccc(CNC(=O)c2ccc(NS(=O)(=O)c3cccs3)cc2)cc1	107	5	95	-2	4	99	99	100
O=C(Nc1c(C(=O)N2CCOCC2)cnn1-c1ccccc1)c1ccc(F)cc1	96	7	98	-2	0	96	99	97
N/C(=N\OC(=O)CCC1CCCCC1)c1ccc([N+](=O)[O-])cc1	102	2	102	0	10	106	104	89
Cc1ccc(C(=O)N/C(=C\c2ccco2)C(=O)N2CC(C)OC(C)C2)cc1C (configuration not stated)	91	.	76	.	.	112	102	92
O=C(c1cccc(S(=O)(=O)N2CCCC2)c1)N(Cc1ccco1)C1CCS(=O)(=O)C1 (configuration not stated)	99	-4	100	0	0	97	98	108
CCOc1ccc(C(=O)NCc2ccncc2)cc1OCC	98	6	103	10	13	106	105	103
Cn1cc(CNCc2ccc(-n3cccn3)cc2)c(-c2ccccc2F)n1	91	0	94	-1	2	98	94	100
CCOc1ccccc1C(=O)N/N=C/c1coc2ccc(C)cc2c1=O	88	.	84	.	.	104	99	82
CC(C)(C)NC(=O)COC(=O)CCC(=O)c1cccs1	94	-1	98	0	3	93	98	93

The order is random; any-hit rate near 3.5%.
